TRb SRC2 PPI – qHTS for Inhibitors of the Interaction of Thyroid Hormone Receptor and Steroid Receptor Coregulator 2; Thyroid hormone receptor beta (Homo sapiens), P10828; TRbeta-SRC2 peptide binding, fluorescence polarization; receptor liganded with 1 µM T3; Potency, µM (series often up to 106 µM), for the others: top-dose activity change, negative = inhibition, most hits filed as inhibitors; actives 0.065% (n = 280,000);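 further: potency means the concentration at half of the fitted maximal effect; plate controls were bound peptide for no effect and peptide without receptor for full effect; nearly all actives have a fitted effect of over 50% in size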
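Decrease in fluorescence polarization of 20 nM Texas Red SRC2 coactivator peptide flagged inhibition of its binding to 0.6 uM TRb LBD; 1 uM T3 included, incubation 5 hr, ex 555/em 632 nm.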
CBFb RUNX1 block – qHTS Assay for Compounds Blocking the Interaction Between CBF-beta and RUNX1 for the Treatment of Acute Myeloid Leukemia; AlphaScreen CBFb-His/RUNX1-biotin binding, biochemical; Potency, µM (top dose mostly 59.8 µM), for the others: at the highest dose activity, negative = inhibition, hits mostly inhibitors; AID 1477, 2009; 230,000 tested, under 10 active; Runt-related transcription factor 1 (Homo sapiens) + Core-binding factor subunit beta …; further: % of control where 0% means no effect
Target sequence (Q01196 whole entry, looked up): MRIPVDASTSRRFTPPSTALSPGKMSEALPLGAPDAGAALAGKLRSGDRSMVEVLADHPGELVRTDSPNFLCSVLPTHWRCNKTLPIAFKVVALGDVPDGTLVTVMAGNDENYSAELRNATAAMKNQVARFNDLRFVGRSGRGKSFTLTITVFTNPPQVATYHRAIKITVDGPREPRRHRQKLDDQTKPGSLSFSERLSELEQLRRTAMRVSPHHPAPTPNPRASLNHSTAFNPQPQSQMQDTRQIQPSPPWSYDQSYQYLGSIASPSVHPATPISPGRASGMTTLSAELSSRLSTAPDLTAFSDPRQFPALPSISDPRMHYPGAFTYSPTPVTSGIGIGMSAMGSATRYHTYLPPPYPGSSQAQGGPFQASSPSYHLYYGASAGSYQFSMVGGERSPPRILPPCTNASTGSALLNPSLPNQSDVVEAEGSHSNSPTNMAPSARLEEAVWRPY
Target sequence (Q13951 whole entry, looked up): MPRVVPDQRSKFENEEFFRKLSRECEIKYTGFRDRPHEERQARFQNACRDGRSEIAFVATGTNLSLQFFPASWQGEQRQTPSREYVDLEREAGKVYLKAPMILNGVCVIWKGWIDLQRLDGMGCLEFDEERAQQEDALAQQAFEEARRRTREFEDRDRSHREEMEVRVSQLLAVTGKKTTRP
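AlphaScreen binding: CBFb-His and RUNX1-biotin (30 nM each) preincubated 20 min, compound added for 15 min, then nickel and streptavidin beads for 90 min, all at room temperature. Disruption of the interaction by any mechanism counts as activity.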
NPSR antagonist – qHTS Assay for Antagonists of the Neuropeptide S Receptor: cAMP Signal Transduction | actives 1% (n = 220,000) | Potency, µM (series often up to 38.3 µM), without a hit: top-dose activity change, negative = inhibition, most hits filed as inhibitors | CHO-NPSR cells, cAMP TR-FRET, antagonist mode | Q6W5P4; further: potency means the concentration at half of the fitted maximal effect; on the % scale 0 is the no-effect control and ±100 the full control effect; nearly all actives have a fitted effect of over 50% in size; many of its hits are not listed in these tables
Tau fluor counter – Counterscreen qHTS for Inhibitors of Tau Fibril Formation, Fluorescence Polarization | actives 0.93% (n = 280,000) | Potency, µM (doses to about 57.7 µM), inactives show at the top dose activity change, negative = decrease | tau K18 P301L Alexa594 fluorescence, heparin fibrillization; further: potency means the concentration at half of the fitted maximal effect; on the % scale 0 is the no-effect control and ±100 the full control effect; nearly all actives have a fitted effect of over 55% in size
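Human tau K18 P301L (15 uM unlabeled, 0.24 uM Alexa 594-labeled) in 100 mM sodium acetate pH 7 with 20 uM heparin, 6 hr at 37 C. ThT 30 uM added, 1 hr ambient; Alexa 594 FP and total fluorescence read at 555/632 nm.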
Epigenetic derep – Quantitative High-Throughput Screen for Regulators of Epigenetic Control; murine LDR cells, GFP reporter derepression, 30 h; Potency, µM (highest dose often 53.9 µM), for inactives: top-dose GFP activation, most hits filed as activators; actives 0.2% (n = 280,000); AID 1865, 2009; further: potency means the concentration at half of the fitted maximal effect; % of control where 0% means no effect; nearly all actives have a fitted effect of over 60% in size
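Murine LDR cells bearing a silenced CMV-driven GFP reporter were exposed to compound for 30 h at 37 C. After PBS washes, GFP-positive cells (20-120 um objects) counted by laser-scanning microplate cytometry.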
Tau fibril FP – qHTS for Inhibitors of Tau Fibril Formation, Fluorescence Polarization. Microtubule-associated protein tau (Homo sapiens), P10636. K18 P301L tau heparin fibrillization, Alexa594 FP, 6 h. Potency, µM (series often up to 57.7 µM), for the others: at the highest dose activity, negative = inhibition, actives largely listed as inhibitors. actives 0.39% (n = 280,000); further: potency means the concentration at half of the fitted maximal effect; on the % scale 0 is the no-effect control and ±100 the full control effect; nearly all actives have a fitted effect of over 55% in size
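Heparin (20 uM) drove fibril formation of recombinant tau K18 P301L, 15 uM unlabeled with 0.24 uM Alexa 594 label, for 6 hr at 37 C in 100 mM sodium acetate pH 7. Fluorescence polarization (555/632 nm) read 1 hr after 30 uM ThT.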
TR SRC2 fluor cs – Total Fluorescence Counterscreen for Inhibitors of the Interaction of Thyroid Hormone Receptor and Steroid Receptor Coregulator 2; actives 0.29% (n = 280,000); AID 1479, 2009; Potency, µM (highest dose often 106 µM), for the others: at the highest dose fluorescence change, negative = quenching; TRb/SRC2 Texas Red total fluorescence interference; active means well fitted curve in either direction with a large enough effect; inconclusive means small, poorly fitted or top-dose-only effect; further: potency means the concentration at half of the fitted maximal effect; on the % scale 0 is the no-effect control and ±100 the full control effect
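Flags fluorescent or light-absorbing compounds by total fluorescence, S + 2P, at 555 nm excitation and 632 nm emission. Mixture: 20 nM Texas Red SRC2 peptide, 0.6 uM human TRb LBD, 1 uM T3, 5% DMSO; compound exposure 5 h at ambient temperature.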
aGal spleen mod – qHTS Assay for Inhibitors and Activators of Human alpha-Galactosidase From Spleen Homogenate | Alpha-galactosidase A (Homo sapiens), P06280 | human spleen homogenate, 4MU-alpha-Gal fluorescence, 40 min | Potency, µM (series often up to 80 µM), without a hit: at the highest dose activity change, negative = inhibition, most hits filed as inhibitors | actives 0.008% (n = 240,000);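 further: potency means the concentration at half of the fitted maximal effect; 0% = enzyme with vehicle and -100% = no enzyme basal signal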
Target sequence (P06280 32-429 limits assumed): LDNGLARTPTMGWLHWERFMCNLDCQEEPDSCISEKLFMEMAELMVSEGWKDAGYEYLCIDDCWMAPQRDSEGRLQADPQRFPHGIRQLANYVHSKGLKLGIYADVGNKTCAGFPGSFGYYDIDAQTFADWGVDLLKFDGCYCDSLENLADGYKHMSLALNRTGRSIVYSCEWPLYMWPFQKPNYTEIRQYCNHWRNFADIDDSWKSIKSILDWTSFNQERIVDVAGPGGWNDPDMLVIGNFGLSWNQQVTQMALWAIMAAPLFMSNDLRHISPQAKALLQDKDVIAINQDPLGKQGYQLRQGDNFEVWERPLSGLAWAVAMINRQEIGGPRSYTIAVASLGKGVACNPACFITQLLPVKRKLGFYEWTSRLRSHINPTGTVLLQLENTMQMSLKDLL
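Spleen homogenate 1 ug + cpd (titration) + 4-MU-alpha-D-galactopyranoside 1 mM; 37C 40 min; 50 mM citrate/phosphate pH 5.0, 0.01% Tween-20; stop pH 10; fluorescence 365/440; AC50 via Hill.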
* marks the source's active call; other numbers are inactive results; ? = inconclusive; / = no result given; & = joins results of further samples; [ ] = another dose, or the depositor's remark. Unless noted, the call rests on the fitted dose curve; in most records, active means well fitted curve in the direction sought with a large enough effect; inconclusive means small, poorly fitted or top-dose-only effect, or another doubt; inactive means no such curve, though single readings can be large; an effect the other way counts as inactive or inconclusive. An excerpt. The share of hits here may be higher or lower than overall.

Each structure is followed by: TRb SRC2 PPI | CBFb RUNX1 block | NPSR antagonist | Tau fluor counter | Epigenetic derep | Tau fibril FP | TR SRC2 fluor cs | aGal spleen mod
1) O=C(CCC(=O)N1CCN(S(=O)(=O)c2ccc(Cl)cc2)CC1)Nc1cccc(Br)c1
    -4% | 10% | -26% | ? | -0.6% | -10% | -2% | 4%
2) CCOC(=O)C1CC2CC(C1)CN(C(=O)C1CCCCC1)C2 (stereo not given)
    1% | 17% | -15% | -2% | -6.1% | 11% | 1% | -1%
3) N#CC1=C(N)Oc2ccc3ccccc3c2C1c1cccnc1 (stereo not given)
    4% | -4% | -11% | -9% | -1.0% | -3% | 1% | 1%
4) COc1ccc(C(=O)NC(=S)N2CCCc3ccccc32)cc1OC
    -3% | / | 0% | -23% | -0.1% | 1% | -4% | -5%
5) COc1cc(OC)cc(C(=O)OCc2ccc([N+](=O)[O-])cc2)c1
    -8% | -1% | -8% | -18% | 2.9% | -3% | 2% | -5%
6) O=C(O)c1ccc(S(=O)(=O)c2ccccc2)cc1
    -4% | 7% | 8%[46.1 µM] | 9% | 0.9% | -1% | -2% | 5%
7) C=CCNC(=O)c1ccc(Cl)cc1Cl
    -2% | 7% | 5%[46.1 µM] | 5% | 0.0% | 0% | -3% | -3%
8) COc1cccc(CN(C)CC(=O)Nc2ccccc2C(=O)Nc2ccccc2)c1OC
    5% | -4% | -33% | ? | 0.1% | -7% | -1% | 1%
9) COc1ccc(-n2nc3c(c2NC(=O)c2c(-c4ccccc4Cl)noc2C)CS(=O)(=O)C3)cc1
    3% | 5% | -15%[46.1 µM] | -10% | -3.4% | -6% | 1% | 7%
10) CNC(=S)N/N=C(\C)c1ccc2c(c1)OCCO2
    4% | -17% | -42% | -9% | 1.1% | -6% | -7% | -1%
11) CN(C(=O)COC(=O)/C=C/c1cccc([N+](=O)[O-])c1)C1CCS(=O)(=O)C1 (stereo not given)
    0% | 9% | -6% | 2% | -0.3% | -4% | -4% | -5%
12) Cc1nn(C)c(C)c1S(=O)(=O)N1CCCC(C(=O)N2CCN(c3ccccc3)CC2)C1 (stereo not given)
    -6% | 0% | -5%[46.1 µM] | -9% | 0.3% | 5% | -3% | 5%
13) O=C(NCCn1cc(SCc2ccccc2F)c2ccccc21)c1cccs1
    16% | / | / | ? | -1.1% | -16% | -2% | /
14) O=C(CN1CCCC1)N1c2ccccc2Sc2ccc(C(F)(F)F)cc21
    -14% | 17% | -11%[46.1 µM] | -9% | 4.7% | 0% | 3% | 0%
15) Cc1ccc2cc(C3CC(c4ccco4)=NN3S(C)(=O)=O)c(Cl)nc2c1 (stereo not given)
    0% | -8% | 2% | 1% | -0.3% | -4% | -2% | 3%

Given in transposed form: two of the compounds above
6: O=C(O)c1ccc(S(=O)(=O)c2ccccc2)cc1
2: CCOC(=O)C1CC2CC(C1)CN(C(=O)C1CCCCC1)C2 (stereo not given)
Assay by compound	6	2
TRb SRC2 PPI	-4%	1%
CBFb RUNX1 block	7%	17%
NPSR antagonist	8%[46.1 µM]	-15%
Tau fluor counter	9%	-2%
Epigenetic derep	0.9%	-6.1%
Tau fibril FP	-1%	11%
TR SRC2 fluor cs	-2%	1%
aGal spleen mod	5%	-1%

The list goes on.
Each structure is followed by: TRb SRC2 PPI | CBFb RUNX1 block | NPSR antagonist | Tau fluor counter | Epigenetic derep | Tau fibril FP | TR SRC2 fluor cs | aGal spleen mod
16) CC1(C)CC(=O)C(C=NCCN2CCN(CCCCS(=O)(=O)O)CC2)=C(O)C1
    2% | 4% | -4%[46.1 µM] | -13% | 1.5% | -2% | -4% | 26%
17) Cc1ccc2oc(=O)c3cnn(CC(=O)NCCN4CCOCC4)c3c2c1
    -15% | -17% | -6%[46.1 µM] | 6% | -0.8% | -8% | 3% | 3%
18) CCC(C)n1c(SCC(=O)Nc2cc(C(C)(C)C)nn2-c2ccccc2)nc2ccccc2c1=O (stereo not given)
    0% | -2% | -45% | -20% | -1.8% | -4% | -2% | 10%
19) N#CC1=C(SCc2ccccc2Cl)NC(=O)C(C(N)=O)C1 (stereo not given)
    1% | -1% | -5%[46.1 µM] | -7% | 0.0% | -4% | -4% | 4%
20) COCCn1c(SCC(=O)NCc2ccco2)nnc1-c1c[nH]c2ccccc12
    -5% | 5% | -12%[46.1 µM] | -6% | -0.8% | -3% | 0% | 0%
21) O=C(NNC1=NCCCCC1)c1ccccc1
    3% | 2% | 0%[46.1 µM] | -15% | 0.0% | -9% | -3% | -14%
22) COc1ccc(-c2ccc(S(=O)(=O)NCC3CCCO3)cc2)cc1 (stereo not given)
    -7% | -12% | -1% | 7% | -3.5% | 4% | -1% | -4%
23) Cc1cc2c(c(=O)o1)C(CC(C)C)C(C#N)=C(N)O2 (stereo not given)
    -6% | -3% | 25%[46.1 µM] | -10% | 0.0% | -6% | -4% | 12%
24) Cc1ccc(/C(O)=C2\C(=O)C(=O)N(CC(C)O)C2c2cccc(F)c2)cc1 (stereo not given)
    -14% | 11% | 9%[46.1 µM] | 14% | 7.9% | 7% | 0% | -1%
25) CCn1c(SCC(=O)N2CCCc3ccccc32)nc2c(c1=O)SC(C)C2 (stereo not given)
    7% | 3% | 59% | -6% | -0.1% | 2% | -4% | 0%
26) S=c1[nH]ncn1/N=C/c1ccccn1
    -11% | -1% | -12%[46.1 µM] | -3% | 6.4% | 4% | -2% | 5%
27) Cc1nn(C)c2c1c(-c1ccccc1)cc(=O)n2CC(=O)NC(C)(C)C
    -19% | / | / | -12% | 0.0% | -1% | ? | /
28) C=C1c2ccccc2O[C@H](C(=O)OCC)[C@@H]1CC(C)(C)c1ccccc1
    2% | 22%[89.1 µM] | / | -22%[81.3 µM] | -3.0% | -9%[81.3 µM] | 5% | -8%[119 µM]
29) CCn1c(Oc2ccc(F)cc2F)nc2c1c(=O)n(C)c(=O)n2C
    6% | / | / | -13% | 0.0% | -8% | -9% | /
30) O=C(c1ccccc1SCc1ccc(F)cc1)N1CCOCC1
    -2% | -2% | 0% | -7% | -8.7% | -1% | -1% | -1%
31) CCOc1ccc(NCc2nnc(SCC(=O)Nc3cc(C)on3)n2-c2ccccc2OC)cc1
    0% | -14% | -10%[46.1 µM] | -12% | 2.9% | 7% | 0% | 5%
32) CN(C)c1nc2sc3c(c2c(=O)n1C)CC(C)(C)OC3
    4% | 1% | 0%[46.1 µM] | -4% | -8.8% | 4% | 0% | 4%
33) O=C(NNC(=S)Nc1ccccc1)c1ccc(O)cc1
    -3% | 9% | 21% | -11% | -0.1% | -6% | -6% | 1%
34) O=C(CNC(=O)c1ccc(Cl)cc1)Nc1ccccc1C(F)(F)F
    -6% | -3% | -4% | 7% | 3.0% | -1% | 0% | -7%
35) COC(=O)C1=C(C)NC(=O)C1(NC(=O)c1cc(OC)c(OC)c(OC)c1)C(F)(F)F (stereo not given)
    -2% | / | / | -6% | 0.2% | 2% | ? | /
36) Cc1[nH]c2ccccc2c1C(=O)CN1CCCCC1C (stereo not given)
    5% | -1% | -15%[46.1 µM] | 8% | 0.6% | -4% | 0% | -4%
37) O=C(COC(=O)c1cccnc1Cl)Nc1ccc2c(c1)OCO2
    3% | 10% | 1% | -3% | -2.6% | 5% | -1% | 0%
38) COc1cccc(NC(=O)Cn2c(=O)n(-c3ccc(C)cc3)c(=O)c3ccccc32)c1
    4% | / | / | -28% | -1.8% | -3% | -8% | /
39) O=C(COC(=O)C1CCN(S(=O)(=O)c2cccc3cccnc23)CC1)c1ccccc1
    0% | 1% | -4% | -10% | -2.2% | 9% | -4% | 2%
40) CCCCCCCC1=Cc2ccccc2C(CC(C)=O)N1C(=O)OC (stereo not given)
    -1%&5%[11.2 µM] | 8%&18%[13.1 µM] | / | 1%&-15%[11.6 µM] | 0.8%[10.1 µM] | -2%&-1%[11.6 µM] | -1%&1%[11.2 µM] | 2%&-3%[17.5 µM]
41) O=C(c1ccc(S(=O)(=O)N2CCOCC2)cc1)N(c1ccccn1)C1CCCCC1
    3% | 2% | 0% | -5% | 0.0% | 1% | -4% | -4%
42) COc1ccc(C(c2c(C)[nH]n(C(N)=S)c2=O)C(C#N)C#N)cc1 (stereo not given)
    -6% | 18% | ? | -26% | 1.2% | ? | -1% | 2%
43) O=C(Cn1cc([N+](=O)[O-])cn1)Nc1nccs1
    4% | 5% | -4% | -5% | 1.0% | 4% | 0% | -10%
44) CCc1ccc(NC(=O)Cn2c(=O)n(-c3ccc(Cl)c(Cl)c3)c(=O)c3c(C)c(C)sc32)cc1
    5% | / | / | 12% | -1.8% | -14% | 1% | /
45) COc1ccccc1N1CCN(Cc2nnc(-c3ccccc3C)o2)CC1
    2% | / | / | -15% | 0.7% | -3% | -2% | /
46) O=C(Nc1ccc2c(c1)OCO2)c1cnn2c(C(F)(F)F)cc(-c3ccco3)nc12
    -10% | -9% | -16%[46.1 µM] | -18% | 0.0% | 4% | -3% | 8%
47) COc1ccc(-c2csc3nc(-c4ccc(F)cc4)oc(=O)c23)cc1OC
    2% | / | / | -7% | 0.8% | -1% | -11% | /
48) COc1cccc(C2c3[nH]c4ccccc4c3CCN2C(=O)Cn2cncn2)c1OC (stereo not given)
    7% | 0% | -10% | -1% | 1.5% | 3% | -1% | 5%
49) CCN1C(=O)[C@H]2[C@H]3[C@H](O)[C@H](O)C/C(=N/OC/C=C(\C)CCC=C(C)C)[C@@H]3CC[C@@H]2C1=O
    -3%[11.2 µM] | 1%[13.1 µM] | / | -5%[11.6 µM] | 0.0%[10.1 µM] | -1%[11.6 µM] | 0%[11.2 µM] | -4%[17.5 µM]
